# CBFb RUNX1 block – CBF-beta/RUNX1 interaction disruption; Q01196+Q13951; AlphaScreen CBFb-His/RUNX1-biotin binding, biochemical; Potency, µM (series often up to 59.8 µM), without a hit: at the highest dose activity, negative = inhibition, hits mostly inhibitors; 230,000 tested, under 10 active; AID 1477; note: % of control where 0% means no effect
# Target sequence (Q01196 whole entry, looked up): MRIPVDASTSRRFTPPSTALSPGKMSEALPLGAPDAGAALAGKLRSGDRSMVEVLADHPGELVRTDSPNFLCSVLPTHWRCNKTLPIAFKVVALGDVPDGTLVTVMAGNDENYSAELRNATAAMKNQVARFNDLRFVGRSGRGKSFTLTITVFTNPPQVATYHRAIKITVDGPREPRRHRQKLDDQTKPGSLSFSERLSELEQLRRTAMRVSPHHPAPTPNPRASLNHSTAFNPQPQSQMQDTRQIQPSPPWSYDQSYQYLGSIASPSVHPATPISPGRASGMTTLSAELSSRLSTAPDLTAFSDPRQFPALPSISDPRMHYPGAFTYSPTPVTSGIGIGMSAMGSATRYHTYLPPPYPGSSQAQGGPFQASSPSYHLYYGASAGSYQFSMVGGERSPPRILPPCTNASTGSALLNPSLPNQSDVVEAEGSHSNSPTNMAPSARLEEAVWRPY
# Target sequence (Q13951 whole entry, looked up): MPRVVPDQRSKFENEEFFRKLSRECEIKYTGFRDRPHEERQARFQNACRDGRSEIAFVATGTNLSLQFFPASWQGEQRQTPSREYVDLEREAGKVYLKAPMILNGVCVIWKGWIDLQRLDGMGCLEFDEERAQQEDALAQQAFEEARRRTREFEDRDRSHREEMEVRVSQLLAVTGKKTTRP
#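 Interaction loss through any mechanism counts as activity. Pre-formed complex of His-CBF-beta and biotin-RUNX1 (30 nM apiece) is incubated with compound 15 min, then with 50 ng nickel and 50 ng streptavidin beads for 90 min before AlphaScreen detection.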
# HTT ATP protect – Huntington cell model cytoprotection by ATP luminescence; Potency, µM (highest dose often 56.4 µM), for inactives: cytoprotection (ATP increase), hits mostly activators; PC12 HTT-Q103 induced, cytoprotection, ATP luminescence, 40 h; 230,000 compounds, 0.14% hits;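 note: potency is the fitted concentration of half-maximal effect; % of control where 0% means no effect; nearly all actives have a fitted effect of over 45% in size; toxic huntingtin expression switched on by the ecdysone agonist tebufenozide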
#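 Compounds were screened for protection of PC12 cells against cell death after tebufenozide induction (100 nM final) of mutant Huntingtin exon 1 (Q103) fused to GFP.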
# GAA glycogen mod – GAA glycogen-cleavage inhibition or activation; 300,000 compounds, 0.38% hits; P10253; recombinant GAA, glycogen substrate, Amplex Red glucose oxidase fluorescence; Potency, µM (series often up to 76.4 µM), without a hit: top-dose activity change, negative = inhibition, actives largely listed as inhibitors;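 note: potency is the fitted concentration of half-maximal effect; 0% = full enzyme reaction and -100% = no-enzyme basal signal; the screen sought inhibitors and activators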
#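 Recombinant enzyme (4 nM final) with compounds titrated up to 77 uM and bovine liver glycogen (30 ug) in citrate pH 5.0, 0.01% Tween-20, 37 C 40 min. Released glucose detected by Amplex Red/glucose oxidase (Ex 573/Em 610); AC50 from Hill fits.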
# GAA spleen mod – inhibits or activates alpha-glucosidase in human spleen homogenate. human spleen homogenate, 4-MU-alpha-glucoside fluorescence. Potency, µM (highest dose often 79.9 µM), for inactives: top-dose activity change, negative = inhibition, most hits filed as inhibitors. 240,000 compounds, 0.006% hits. AID 2112;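 note: potency is the fitted concentration of half-maximal effect; 0% = enzyme with vehicle and -100% = no enzyme basal signal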
#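 Compounds were titrated against alpha-glucosidase in spleen homogenate at pH 5.0, with 1 mM 4-methylumbelliferyl substrate for 40 min at 37 C. Reactions were quenched with pH 10 NaOH/glycine and fluorescence measured.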
# LMNA splice mod – modulators of lamin A splicing | HeLa LMNA splicing GFP/RFP minigene ratio, 48 h | Potency, µM (highest dose often 46.1 µM), for the others: at the highest dose ratio change, negative = inhibition, usual class: inhibitors | 200,000 compounds, 0.01% hits | AID 1487; active = well fitted inhibition curve with a large enough effect in the signal ratio, with a control signal flat, not every such curve was filed as active; inconclusive = small, poorly fitted or top-dose-only effect, or effect the other way, or a change in a side signal; the % refers to the signal ratio; note: potency is the fitted concentration of half-maximal effect; % is set by controls: 0 for no effect and ±100 for the full control effect
#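 Read-out is the ratio of GFP to DsRed2 object intensity, acquired by 488 nm laser-scanning cytometry on HeLa lamin A-EGFP minigene reporter cells. Compound incubation 48 hrs at 37 °C in Opti-MEM with 2% FBS; DMSO 0.5% final.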
# HTT aggregate – reduces HttQ103-GFP aggregates in PC12 cells; PC12 HttQ103-GFP aggregates, Acumen cytometry, 40 h; Potency, µM (titrated, usually from 46.1 µM), for the others: top-dose activity change, negative = inhibition, usual class: inhibitors; 220,000 compounds, 1.1% hits; note: potency is the fitted concentration of half-maximal effect; % is set by controls: 0 for no effect and ±100 for the full control effect; nearly all actives have a fitted effect of over 60% in size
#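 Using laser scanning cytometry, GFP-positive aggregates were counted after lysis of PC12 cells induced with 100 nM tebufenozide to express HTT exon 1 Q103–GFP. Compounds were tested in titration.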
# GAA inh – alpha-glucosidase (human) inhibition; P10253; 200,000 compounds, 0.005% hits; Potency, µM (highest dose often 76.9 µM), for the others: at the top dose activity change, negative = inhibition, hits mostly inhibitors; AID 1466; purified human GAA, 4-MU-alpha-glucoside fluorescence;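 note: potency is the fitted concentration of half-maximal effect; plate controls were uninhibited enzyme wells for no effect and no-enzyme background for full effect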
#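 Activity normalized between no-enzyme (basal) and enzyme-only wells. Conditions: 4 nM human enzyme, 400 uM fluorogenic substrate, citrate/phosphate pH 5.0 with Tween-20, 20 min room temperature, compounds up to 77 uM.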
# Starred values were filed as active, the others as inactive; ? = inconclusive; nt = not tested or not shown; [ ] = remark or other dose. Unless noted, calls come from the whole dose curve; as a rule, active = well fitted curve in the direction sought with a large enough effect; inconclusive = small, poorly fitted or top-dose-only effect, or another doubt; inactive = no such curve, though single readings can be large; an effect the other way counts as inactive or inconclusive. Rows are unselected, and some 1.5% of all compounds hit somewhere here.
No.	SMILES	CBFb RUNX1 block	HTT ATP protect	GAA glycogen mod	GAA spleen mod	LMNA splice mod	HTT aggregate	GAA inh
1	CCOC(=O)c1nnn(-c2nonc2N)c1-c1ccc(F)cc1	-13%	-42%[inhibitor]	3%	3%	?	2%	-9%
2	CCCc1nc(SCC(=O)N2c3ccccc3CC2C)c2c(C)c(C)sc2n1 (stereo not drawn)	0%	-27%	-3%	6%	?	-9%	-1%
3	O=C(c1ccc(F)cc1)C1CCN(C(=O)c2ccncc2)CC1	2%	20%	-1%	-7%	10%	-9%	?
4	Cc1nc2ccc(NC(=O)c3cc(S(=O)(=O)N4CCOCC4)ccc3C)cc2s1	-1%	13%	3%	-2%	?	25%[9.22 µM]	0%
5	Cc1nnc2c3cnn(-c4ccc(Cl)cc4)c3ncn12	3%	-9%	0%	-7%	2%	-3%	-8%
6	NC(=O)C1CCN(C(=O)COc2cccc3cccnc23)CC1	5%	8%[10 µM]	14%	-6%	?	4%[9.22 µM]	13%
7	CC(C)CC(=O)NC1(C(F)(F)F)NC(=O)N(c2ccccc2)C1=O (stereo not drawn)	2%	23%[10 µM]	3%	-1%	?	28%	7%
8	COC(=O)c1cc(C(=O)c2cc(Br)ccc2O)coc1=N	3%	-19%	-18%	6%	-5%[46 µM]	-11%	3%
9	CCc1ccc2c(c1)/C(=C/C(=O)c1cccs1)C(=O)N2	4%	-1%	3%	1%	10%	?	-1%
10	COc1ccc(-c2csc(/C(C#N)=C\c3cccc([N+](=O)[O-])c3)n2)cc1	-8%	-1%[10 µM]	-6%	-1%	2%	-4%	-3%
11	COC(=O)C1=C(C)NC(=O)/C1=C\c1cc(C)n(-c2ccccc2)c1C	-18%	-40%[inhibitor]	?	-7%	nt	-7%	0%
12	CCCCCCCCC(=O)N/N=C(\C)c1ccc(O)cc1O	4%	nt	4%	-3%	?	4%	12%
13	CCOC(=O)N1CCC(N(CCN(C)C)C(=S)Nc2ccccc2OCC)CC1	-10%	nt	-7%	4%	nt	8%	0%
14	Cc1cccc(N2CCN(C(=O)c3cc4ccccc4oc3=O)CC2)c1C	2%	5%	1%	-2%	-13%	-8%	0%
15	N#Cc1nc(COc2ccc(Br)cc2)oc1N1CCN(Cc2ccccc2)CC1	?	-39%[inhibitor]	-13%	-4%	?	-19%	-3%
16	c1ccc(CSC2=NCCS2)cc1	10%	-14%	-1%	8%	nt	7%	7%
17	CCCC(C1=C(O)CC(C)(C)CC1=O)C1C(=O)CC(C)(C)CC1=O (stereo not drawn)	11%	2%[1.9 µM]	5%	4%	3%	-20%	0%
18	Cc1ccc(N(CC(=O)Nc2cccc(N(C)S(C)(=O)=O)c2)S(C)(=O)=O)cc1	-8%	0%	-4%	3%	-5%	3%	-18%
19	CCOc1ccc(-n2c(-c3ccco3)n[nH]c2=S)cc1	-2%	-30%	-17%	-8%	4%	22%	-7%
20	CCOc1nc(C)ccc1-c1noc(-c2ccccc2OC)n1	15%	-16%	-3%	-30%	4%	?	-2%
21	Cc1nc2ccc(NC(=O)N3CCN(c4ccccn4)CC3)cc2s1	2%	-21%[0.074 µM]	-5%	4%	-11%	6%	-2%
22	O=C(NCCc1ccccc1)C1CCN(Cc2ccccc2F)CC1	14%	34%[10 µM]	12%	-14%	-6%	-13%	2%
23	O=C(NC1=NCCS1)c1cccc(S(=O)(=O)N2CCCCC2)c1	8%	-28%	-10%	-7%	-6%	7%	-5%
24	CN(C)CCCN(CCCNC(=O)/C=N/O)Cc1ccccc1	1%	37%[10 µM]	13%	-15%	-6%	35µM*	-3%
25	Cc1cccc(-[n+]2c(C)cc(C)c3c(=O)[nH]c(=O)[nH]c32)c1	-1%	-1%[10 µM]	9%	-5%	-13%	-2%	1%
26	COc1ccccc1NC(=O)NS(=O)(=O)c1ccc(C)cc1	3%	14%	6%	-17%	-8%	32%	-11%
27	NC(=O)C1(C(N)=O)OC1c1ccc(Cl)c(Cl)c1 (stereo not drawn)	5%	0%[10 µM]	-7%	-5%	nt	10%[9.22 µM]	nt
28	CC(=O)N1CCCc2cc(S(=O)(=O)N3CCN(c4ccccn4)CC3)ccc21	1%	-26%	-8%	-5%	-16%	-9%	-5%
29	CCO[C@@H]1OC(C(=O)N2CCN(Cc3ccc4c(c3)OCO4)CC2)=C[C@H](c2csc3ccccc23)[C@H]1CCCO	-22%	-2%[10 µM]	-2%	-6%	nt	29%[9.22 µM]	nt
30	Cc1ccc(-c2nc(Nc3ccc(N4CCOCC4)cc3)c3ccccc3n2)cc1	?	9%[10 µM]	-9%	-1%	nt	-9%[9.22 µM]	nt

# (continued)
No.	SMILES	CBFb RUNX1 block	HTT ATP protect	GAA glycogen mod	GAA spleen mod	LMNA splice mod	HTT aggregate	GAA inh
31	CCC1CCCCN1C(=O)COc1c(Br)cc(Br)c2cccnc12 (stereo not drawn)	9%	22%[10 µM]	2%	5%	?	-2%	0%
32	Cc1ccccc1NS(=O)(=O)c1cccc(-c2nnc(-c3ccccc3)o2)c1	4%	-12%	-8%	-4%	1%	-30%	-3%
33	COC(=O)c1ccc(Cl)c(NC(=O)NC2CCCCC2)c1	2%	-2%	-10%	-6%	3%	-9%	-1%
34	CCOc1ccc(C(=O)Nc2ccccc2C#N)cc1[N+](=O)[O-]	3%	10%[10 µM]	-8%	-3%	?	5%	-11%
35	O=c1cc(-c2ccco2)oc2ccc(Cl)cc12	4%	-3%	2%	-2%	10%	-6%	-9%
36	CCc1ccc2oc(=O)cc(CN3CCCCC3C)c2c1 (stereo not drawn)	?	-19%[0.074 µM]	-11%	-1%	18%	-17%	?
37	COc1ccc2nc(C)cc(N3CCC(C(N)=O)CC3)c2c1	3%	-16%	1%	-3%	24%[46 µM]	-10%	5%
38	O=C(CS(=O)(=O)Cc1ccccc1)Nc1nnc(C2CCCCC2)s1	-4%	-10%	5%	-11%	3%	0%	4%
39	COc1ccccc1NC(=S)NCc1ccc(S(N)(=O)=O)cc1	1%	3%[10 µM]	9%	-7%	-17%	-11%	2%
40	CCOc1ccc(C(=O)NCC(=O)OCC(=O)Nc2ccccc2OC)cc1	2%	4%	0%	-23%	-3%	7%	4%
41	OC(c1ccc(Cl)cc1Cl)C(Cc1cccnc1)n1cncn1 (stereo not drawn)	-5%	10%[0.074 µM]	-4%	-11%	0%	-21%	-3%
42	C=CCSc1nc(N)c(C(=O)Nc2ccccc2C)cc1C(N)=O	11%	-11%	-4%	-8%	0%	7%	?
43	COCCNC(=S)c1ccc(OC)cc1	7%	18%[10 µM]	4%	4%	-12%	7%	-10%
44	COc1ccc(-c2cn3cccnc3n2)cc1	11%	nt	25%	?	10%[46 µM]	-15%	?
45	Cc1ccc(NC(=O)/C(=C/c2ccc([N+](=O)[O-])cc2)NC(=O)c2ccccc2)cc1	19%	3%[10 µM]	-1%	4%	nt	-10%[9.22 µM]	nt
46	O=C(Oc1ccc(N(C(=O)c2ccncc2)S(=O)(=O)c2ccc(Cl)cc2)cc1)c1ccncc1	3%	?	-26%	1%	nt	?	3%
47	COc1ccc(/C=N/NC(=O)CN(C2=NS(=O)(=O)c3ccccc32)c2ccccc2)cc1OC	4%	nt	-8%	-15%	?	?	-3%
48	O=S(=O)(/N=C(/NNS(=O)(=O)c1ccccc1)c1ccccc1)c1ccccc1	1%	7%[10 µM]	-12%	3%	6%[46 µM]	-7%[9.22 µM]	-4%
49	O=C(/C=C/c1ccccc1)CC(O)(c1ccccc1)C(F)(F)C(F)F (stereo not drawn)	1%	9%	-7%	-5%	?	7%	-7%
50	CCN(CC)CCCN(Cc1cc2cc3c(cc2[nH]c1=O)OCO3)C(=S)Nc1ccccc1OC	-2%	5%[10 µM]	-9%	4%	4%[46 µM]	1%[9.22 µM]	8%
51	COc1ccccc1NS(=O)(=O)c1cccc(NC(=O)NCCCl)c1	-11%	-2%[10 µM]	-8%	2%	nt	-12%[9.22 µM]	nt
52	CCSc1nnc(Nc2ccc(C)cc2)s1	-3%	-30%	-4%	1%	-1%	0%	-13%
53	CC(C)(C)SCCNC(=O)c1ccc(NS(C)(=O)=O)cc1	7%	-1%	3%	4%	3%	-1%	2%

# Individual results from the entries so far.
# GAA spleen mod, `COc1ccccc1NS(=O)(=O)c1cccc(NC(=O)NCCCl)c1` reads 2%
# HTT aggregate, `COc1ccc(-c2cn3cccnc3n2)cc1` reads -15%

# Quoted from above: nos. 37 to 46
No.	SMILES	CBFb RUNX1 block	HTT ATP protect	GAA glycogen mod	GAA spleen mod	LMNA splice mod	HTT aggregate	GAA inh
37	COc1ccc2nc(C)cc(N3CCC(C(N)=O)CC3)c2c1	3%	-16%	1%	-3%	24%[46 µM]	-10%	5%
38	O=C(CS(=O)(=O)Cc1ccccc1)Nc1nnc(C2CCCCC2)s1	-4%	-10%	5%	-11%	3%	0%	4%
39	COc1ccccc1NC(=S)NCc1ccc(S(N)(=O)=O)cc1	1%	3%[10 µM]	9%	-7%	-17%	-11%	2%
40	CCOc1ccc(C(=O)NCC(=O)OCC(=O)Nc2ccccc2OC)cc1	2%	4%	0%	-23%	-3%	7%	4%
41	OC(c1ccc(Cl)cc1Cl)C(Cc1cccnc1)n1cncn1 (stereo not drawn)	-5%	10%[0.074 µM]	-4%	-11%	0%	-21%	-3%
42	C=CCSc1nc(N)c(C(=O)Nc2ccccc2C)cc1C(N)=O	11%	-11%	-4%	-8%	0%	7%	?
43	COCCNC(=S)c1ccc(OC)cc1	7%	18%[10 µM]	4%	4%	-12%	7%	-10%
44	COc1ccc(-c2cn3cccnc3n2)cc1	11%	nt	25%	?	10%[46 µM]	-15%	?
45	Cc1ccc(NC(=O)/C(=C/c2ccc([N+](=O)[O-])cc2)NC(=O)c2ccccc2)cc1	19%	3%[10 µM]	-1%	4%	nt	-10%[9.22 µM]	nt
46	O=C(Oc1ccc(N(C(=O)c2ccncc2)S(=O)(=O)c2ccc(Cl)cc2)cc1)c1ccncc1	3%	?	-26%	1%	nt	?	3%

# Source: PubChem (National Center for Advancing Translational Sciences (NCATS))
